Screening data: PubChem, National Center for Advancing Translational Sciences (NCATS)
KAT2A inh = GCN5L2 (KAT2A) acetyltransferase inhibition | Q92830 | GCN5L2 HAT assay, ThioGlo1 CoA-SH fluorescence | Potency, µM (series often up to 58.9 µM), inactives show at the highest dose activity change, negative = inhibition, most hits filed as inhibitors | actives 0.21% (n = 390,000)
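GCN5L2 (20nM final) in 50mM HEPES, 0.1mM EDTA pH 7.5, 0.01% Tween-20 was preincubated 15 min at room temperature with compound, then given ThioGlo1 (50uM), H3(1-25) peptide (75uM) and acetyl-CoA (70uM); CoA-thiol fluorescence (Ex340/Em540) was read at 0 and 20 min.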
N370S GC = N370S glucocerebrosidase modulation, Gaucher chaperone candidate; N370S GC spleen homogenate, 4MU-glucoside fluorescence; Potency, µM (titrated, usually from 59.4 µM), inactives show top-dose activity change, negative = inhibition, usual class: inhibitors; actives 0.092% (n = 330,000);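 further: 0% = full enzyme activity and -100% = no enzyme basal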
FEN1 inh = blocks human flap endonuclease 1 | Recombinant FEN1 flap cleavage, fluorescence, 15 min | actives 0.35% (n = 390,000) | Potency, µM (doses to about 114 µM), without a hit: at the highest dose activity change, negative = inhibition, usual class: inhibitors; further: nearly all actives have a fitted effect of over 65% in size
Target sequence (P39748 whole entry, looked up): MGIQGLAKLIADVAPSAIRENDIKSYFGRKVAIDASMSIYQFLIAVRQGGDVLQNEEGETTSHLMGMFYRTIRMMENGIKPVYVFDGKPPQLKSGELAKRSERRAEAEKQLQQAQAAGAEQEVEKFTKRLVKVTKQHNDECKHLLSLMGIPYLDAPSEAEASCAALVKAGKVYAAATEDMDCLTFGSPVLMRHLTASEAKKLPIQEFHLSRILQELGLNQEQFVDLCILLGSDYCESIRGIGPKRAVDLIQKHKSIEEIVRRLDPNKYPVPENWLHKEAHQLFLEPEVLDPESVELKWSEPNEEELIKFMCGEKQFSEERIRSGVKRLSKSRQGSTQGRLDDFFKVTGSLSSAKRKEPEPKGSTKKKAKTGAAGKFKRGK
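FEN1 at 10 nM, compound pretreatment for 15 min (room temperature), 50 nM final substrate to initiate; endpoint reads at 0 and 15 min; DMSO-only plates used as vehicle background.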
* marks the source's active call; other numbers are inactive results; ? = inconclusive; nt = no result given. The call rests on the fitted dose curve; in most records, active means well fitted curve in the direction sought with a large enough effect; inconclusive means small, poorly fitted or top-dose-only effect, or another doubt; inactive means no such curve, though single readings can be large; an effect the other way counts as inactive or inconclusive. Unless noted, on the % scale 0 is the no-effect control and ±100 the full control effect; potency means the concentration at half of the fitted maximal effect. Not all compounds are listed, so the mix of outcomes need not match the whole.

molecule,KAT2A inh,FEN1 inh,N370S GC
Cc1c(CCOC(=O)c2cc([N+](=O)[O-])cc([N+](=O)[O-])c2)sc[n+]1CCCCS(=O)(=O)[O-],0.3%,1.9%,1.7%
O=C(NC1CCCC1)C(c1ccc(Cl)cc1)N1CCOCC1 (stereo unspecified),-1.9%,-0.6%,-3.4%
O=C(CCN1CCN(CCO)CC1)Nc1ccc(F)c(F)c1,-1.0%,2.5%,0.2%
COc1ccccc1-c1nc2n(n1)C(c1ccccc1Cl)C(C(=O)Nc1cccnc1)=C(C)N2 (stereo unspecified),-2.2%,-12.2%,nt
O=C(O)C(=O)/C(=C\c1ccc(Cl)cc1)c1ccc2ccccc2n1,-5.7%,-4.4%,?
C/C(N)=C(/C#N)C(=O)COC(=O)CC1CCCC1,-0.5%,-3.9%,-6.5%
O=C(COC(=O)c1ccco1)Nc1nnc(-c2ccccc2)o1,-14.2%,3.7%,-5.3%
O=C(O)C1(c2ccccc2)CCN(S(=O)(=O)c2ccc(Br)cc2)CC1,-4.2%,-3.0%,-16.4%
O=C(CN1C(=O)NC(c2ccc(F)cc2)C1=O)Nc1ccc2c(c1)OCCO2 (stereo unspecified),-3.0%,14.3%,nt
NS(=O)(=O)c1cccc(NC(=O)c2cccc(-c3ccc(O)cc3)c2)c1,-2.7%,-15.5%,-19.4%
COc1cc(/C=C(\C#N)c2ccccn2)ccc1OCC(=O)Nc1cccc(C(F)(F)F)c1,-11.2%,4.9%,-7.8%
COc1cc(C(=O)OC(C)C(=O)NC(=O)NC2CCCCC2)ccc1OC(F)F (stereo unspecified),-9.3%,-24.4%,nt
CCc1cccc(C)c1NC(=O)CN(C)Cc1ccc(Br)cc1,-20.0%,-16.7%,-29.3%
Cc1cc(=O)oc2cc(N3C(=O)CC(Cc4ccccc4)C3=O)ccc12 (stereo unspecified),-8.2%,-6.1%,4.3%
Cc1ccc(-c2nnc(SCC(=O)Nc3cccnc3Cl)n2N)cc1,-0.2%,1.7%,nt
O=C1CC(N2CCC(c3nc4ccccc4o3)CC2)C(=O)N1 (stereo unspecified),16.7%,-5.6%,7.3%
CC(=O)c1nn(-c2cccc(C(F)(F)F)c2)c(=O)[nH]c1=O,29.0%,4.0%,-11.3%
CN1CCN(C(=O)c2ccccc2NC(=O)c2sc3ccccc3c2Cl)CC1,-4.5%,11.1%,-8.6%
COc1ccc(Br)cc1C(=O)Nc1cc(C)cc(C)c1,-7.4%,3.2%,9.0%
Cc1ccc(C(=O)C2=C(O)C(=O)N(Cc3ccco3)C2c2cccc(Cl)c2)o1 (stereo unspecified),-11.3%,-6.1%,-8.0%
O=C(CNCc1cccs1)Nc1ccc(OC(F)(F)F)cc1,-4.6%,10.9%,-19.8%
O=C(CCN1C(=O)C2C3C=CC(C3)C2C1=O)Nc1ccccc1 (stereo unspecified),1.2%,16.0%,2.5%
CCOC(=O)N1CCC(NC(=O)c2ccc3c(c2)ncn3C2CCCC2)CC1,-1.9%,16.2%,nt
CCN(C(=O)COC(=O)c1ccc(Cl)cc1N)C1CCCCC1,-17.1%,-5.9%,0.1%
O=C(NCc1nnc(SCC(=O)N2CCCC2)o1)c1ccc(F)cc1,-1.1%,-4.5%,-12.3%
CCOc1cc(NC(=S)NCc2ccccc2)c(OCC)cc1NC(=O)C(C)C,-3.5%,-3.9%,4.2%
Cc1ccccc1/C=C1\CCCc2ccccc2C1=O,-4.6%,-2.0%,4.3%
O=C1CCCCN1CCCC(=O)N1CCCC(Nc2ccc(F)cc2)C1 (stereo unspecified),-2.7%,15.1%,-0.5%
Cc1ccc(/C=C/C(=O)Nc2sc3c(c2C#N)CCCC3)o1,-0.4%,4.1%,-4.1%
Cc1cc(C)c2[nH]c(=O)c(CN(CC3CCCO3)C(=S)Nc3ccccc3)cc2c1 (stereo unspecified),0.7%,1.9%,1.0%
CC(C)COc1ccc(C(=O)Nc2ccc(SC(F)F)cc2)cc1,0.4%,14.3%,-4.7%
Cc1ccc(OCCOC(=O)Nc2ccccc2)cc1,-1.7%,-1.9%,-7.1%
OCC[C@@H]1C[C@@H](O)[C@H](O)[C@]2(CCCc3ccccc3O2)O1,-1.3%,-16.3%,-0.8%
C/C(=N/NC(=O)c1cccs1)c1ccc(N2CCOCC2)cc1,-1.0%,1.0%,-7.0%
O=C(Nc1ccc(SC(F)F)cc1)c1ccccc1F,-4.5%,3.9%,3.0%
CCOC(=O)c1sc(-c2ccccc2)nc1C,-2.2%,-2.2%,2.9%
Cc1cc(C)n2nc(N)c(N=Nc3cccc(Cl)c3)c2n1,-6.7%,2.1%,10.5%
CS(=O)(=O)N(CC(=O)N1CCOCC1)c1cccc(F)c1,-8.3%,-6.5%,-0.5%
Cc1ccc(O)c(CNc2cnc3ccccc3c2)c1,0.6%,-0.4%,1.0%
Cc1cccc(C)c1NC(=O)C(c1ccccc1)N1CC(=O)Nc2ccccc21 (stereo unspecified),-3.3%,3.0%,13.9%
Cc1nn(-c2ccccc2)c2sc(C(=O)OCc3nnc(-c4ccccc4)o3)cc12,1.3%,-9.4%,6.4%
Cc1cccc(N2CC(C(=O)Nc3ccc4c(c3)OCO4)CC2=O)c1C (stereo unspecified),-0.5%,-18.4%,-3.5%
Cc1cccc(C(=O)Nc2cccc(C(=O)OCc3cc(=O)n4nc(C(C)C)sc4n3)c2)c1,14.3%,15.4%,nt
CCS(=O)(=O)NCc1cn2ccsc2n1,-4.8%,11.8%,12.0%
Cc1nn(CC(=O)NCCC2=CCCCC2)c(C)c1S(=O)(=O)N(C)C,-1.5%,-1.6%,nt
COc1cc(C2=NOC(C(=O)Nc3ccc(C)cc3)C2)cc(OC)c1OC (stereo unspecified),-1.3%,8.6%,15.8%
C=C(C)Cn1c(SCC(=O)O)nnc1-c1ccccc1,2.4%,5.0%,4.0%
CCN(CC)Cc1ccc(Nc2ccnc3cc(Cl)ccc23)cc1O,-5.1%,nt,-21.1%
COc1ccccc1C1=Nn2c(nnc2C2CCCCC2)SC1,-8.3%,5.2%,25.3%
CCOC(=O)N1CCN(C(=O)C2CCN(C(=O)Nc3ccccc3)CC2)CC1,-0.9%,-5.3%,nt
CCOc1cc(CNCCSc2nnnn2C)cc(Br)c1OCc1ccccc1F,-7.2%,4.1%,-16.3%
COc1ccc(C(=O)NNC(=O)c2ccc(C)cc2)cc1S(=O)(=O)N1CCCC1,-8.9%,-0.8%,-0.1%
CCOC(=O)CN(C(=O)Cn1nnc2ccccc21)C(C(=O)NCCOC)c1ccccc1 (stereo unspecified),2.6%,9.7%,-3.0%
CCOC(=O)N1CCN(C(=O)CCc2ccccc2)CC1,0.4%,-1.7%,-3.2%
O=C(Nc1ccc(Br)cc1)c1cccc(C(=O)Nc2ccc(Br)cc2)c1,-5.1%,-6.0%,nt
COc1c2ccc(C(=O)NCc3cc(C(F)(F)F)cc(C(F)(F)F)c3)cc2nn1C,-1.9%,6.1%,-13.8%
COC(=O)c1[nH]c2ccc(C)cc2c1NC(=O)c1ccccc1[N+](=O)[O-],3.1%,1.7%,5.4%
Cc1ccc(S(=O)(=O)N2CCN(Cc3nnc(-c4c(-c5ccccc5)noc4C)o3)CC2)cc1,-3.6%,2.9%,nt
COCCn1nnnc1C(C(C)C)N1CCC(Cc2ccccc2)CC1 (stereo unspecified),-5.4%,-18.2%,0.6%
CCn1c(=S)sc2c(=O)n(CC(=O)Nc3cccc(Cl)c3)c(C)nc21,-6.5%,-20.9%,3.0%

Remaining list, next part:
molecule,KAT2A inh,FEN1 inh,N370S GC
CSCCC(NS(=O)(=O)c1ccc(C)cc1)C(=O)Nc1ccc(C)cn1 (stereo unspecified),-5.2%,-1.9%,0.1%
COC(=O)c1cc(S(=O)(=O)Nc2ccc(C)c(F)c2)c[nH]1,1.4%,15.8%,-1.2%
CN(C)S(=O)(=O)n1cc(/C=C(\NC(=O)c2ccccc2)C(=O)NCCN2CCOCC2)c2ccccc21,-10.3%,13.8%,-21.4%
CC(=O)c1c(C)[nH]c(C(=O)OCC(=O)N(Cc2ccccc2)C(C)(C)C)c1C,-0.8%,-3.3%,-12.7%
COc1cccc(OC)c1C(=O)NC(=S)N1CCCCC1c1cccnc1 (stereo unspecified),2.7%,-16.0%,-16.1%
CC1=NN(c2ccc(C)cc2)C(=O)/C1=C\C=C\c1ccccc1,-0.5%,0.8%,10.7%
COc1ccc(OC)c(S(=O)(=O)NCC(c2ccc(F)cc2)N2CCN(C)CC2)c1 (stereo unspecified),-0.1%,1.5%,-1.7%
CCN(CC(=O)Nc1cc(Cl)ccc1C)C(=O)c1ccc(=O)n(Cc2ccccc2)n1,2.7%,12.5%,-2.9%
COc1ccc(CNN2CCCCC2C(=O)Nc2ccc(OC)c(OCC(C)C)c2)cc1OC (stereo unspecified),-7.1%,-3.4%,-7.7%
O=C(Cn1cc(C(=O)C2CC2)c2ccccc21)Nc1ccc(F)cc1,-6.7%,-5.2%,-8.4%
CCc1cccc(NC(=O)C2CCCN(S(=O)(=O)c3c(C)[nH]c(=O)[nH]c3=O)C2)c1 (stereo unspecified),nt,1.2%,-4.7%
CC(C)c1csc(CN2CCC(n3nccc3NC(=O)Cc3ccccc3)CC2)n1,-8.7%,3.9%,-17.6%
CCOC(=O)c1cccc(NC(=O)c2cc(CN3CCCC3)on2)c1,-2.4%,-6.3%,nt
Nc1cc(=O)[nH]c(SCC(=O)Nc2ccccc2Sc2ccccc2)n1,0.1%,2.9%,8.4%
O/N=C/c1cc(Cl)ccc1OCc1ccccc1Cl,-8.5%,-0.3%,-2.2%
CC(Nc1ccc2c(c1)OCCO2)C(=O)N1CCc2ccccc21 (stereo unspecified),-11.2%,5.9%,4.3%
COc1ccc(NC(=O)c2oc3ccc(S(=O)(=O)N(C)C4CCCCC4)cc3c2C)cc1Cl,1.3%,-15.9%,nt
CCc1ccc(NC(=O)c2sc3nc4n(c(=O)c3c2C)CCC4)cc1,-21.7%,4.5%,-4.9%
CCCCNC(=O)COC(=O)c1ccc(C)c(NC(=O)c2ccco2)c1,-8.4%,-0.1%,5.2%
O=C(c1cccs1)N1N=C(c2ccccc2)CC1c1ccccc1O (stereo unspecified),-2.5%,-11.3%,?
CN(C)c1ccc(C#Cc2ccc3cc(CCO)oc(=O)c3c2)cc1,?,-20.2%,nt
C/C(=N/NC(=O)CCC(=O)Nc1ccc(Br)cc1)c1ccc(Br)cc1,10.7%,8.1%,0.2%
O=C1N=c2ccccc2=C1c1sc(NS(=O)(=O)Cc2ccccc2)nc1O,-3.3%,12.9%,6.1%
Cc1ccccc1NC(=S)NCc1cccn1C,-1.0%,0.0%,0.9%
COCc1ccc(C(=O)N2CCCC(N(C)Cc3ccccc3)C2)s1 (stereo unspecified),-19.7%,-0.3%,-3.7%
c1cnc2ccc(C(c3nnnn3C3CCCC3)N3CCN(c4nc5ccccc5s4)CC3)cc2c1 (stereo unspecified),-6.0%,-0.9%,-10.4%
CNc1nccc(-c2ccc(F)cc2)c1C#N,-10.7%,-16.3%,6.9%
CC(=O)Nc1ccc(S(=O)(=O)N(Cc2ccccc2)Cc2ccccc2)cc1,-9.3%,?,nt
NS(=O)(=O)c1ccc(CCNC(=O)CSc2nc3ccsc3c(=O)n2CC2CCC(C(=O)O)CC2)cc1 (stereo unspecified),-10.1%,-2.8%,-2.4%
CC1(C)Cc2cccc(OCC(=O)Nc3cc(C(F)(F)F)ccc3N3CCOCC3)c2O1,-2.9%,-3.8%,-4.7%

Given field by field: entries from further up.
CSCCC(NS(=O)(=O)c1ccc(C)cc1)C(=O)Nc1ccc(C)cn1 (stereo unspecified)
  KAT2A inh = -5.2%; FEN1 inh = -1.9%; N370S GC = 0.1%
COC(=O)c1cc(S(=O)(=O)Nc2ccc(C)c(F)c2)c[nH]1
  KAT2A inh = 1.4%; FEN1 inh = 15.8%; N370S GC = -1.2%
CN(C)S(=O)(=O)n1cc(/C=C(\NC(=O)c2ccccc2)C(=O)NCCN2CCOCC2)c2ccccc21
  KAT2A inh = -10.3%; FEN1 inh = 13.8%; N370S GC = -21.4%
CC(=O)c1c(C)[nH]c(C(=O)OCC(=O)N(Cc2ccccc2)C(C)(C)C)c1C
  KAT2A inh = -0.8%; FEN1 inh = -3.3%; N370S GC = -12.7%
